BAP1 inh – inhibitors of human BAP1 deubiquitinase | activity remaining (% of control), % at 20 µM | recombinant BAP1, Ub-AMC hydrolysis fluorescence kinetic; stronger effect = lower value | Q92560 | 72,000 tested, 0.48% active;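 active = activity remaining at or below 50% of control, provided the compound also passes the data quality filters; inactive = the rest, including low values that fail the filters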;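 also: 100% = DMSO wells rate and 0% = substrate alone blank rate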
HePTP inh – inhibitors of human HePTP phosphatase | recombinant HePTP phosphatase activity, OD absorbance | AID 521 | P35236 | 110,000 tested, 0.64% active | inhibition, % at 20 µM; in the data active = inhibition above about 50%;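 also: plate controls were vehicle for no effect and reference inhibitor for full effect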
Target sequence (P35236 whole entry, looked up): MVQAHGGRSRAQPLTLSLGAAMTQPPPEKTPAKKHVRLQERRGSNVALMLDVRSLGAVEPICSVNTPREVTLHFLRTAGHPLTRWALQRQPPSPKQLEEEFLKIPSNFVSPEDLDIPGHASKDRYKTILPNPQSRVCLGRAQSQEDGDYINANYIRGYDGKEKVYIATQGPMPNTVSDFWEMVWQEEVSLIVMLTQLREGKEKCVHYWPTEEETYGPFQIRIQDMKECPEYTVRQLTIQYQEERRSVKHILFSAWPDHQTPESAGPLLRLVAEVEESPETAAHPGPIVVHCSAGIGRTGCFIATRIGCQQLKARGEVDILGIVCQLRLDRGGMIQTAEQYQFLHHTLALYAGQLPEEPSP
Starred values were filed as active, the others as inactive; / = no result given; & = joins results of further samples.

The opening 4 records, ahead of the listing:
Every second line gives: BAP1 inh, HePTP inh
O=c1c2ccccc2nc(-c2ccccc2)n1-c1ccccc1Br
→ /, 4.9
Cc1sc2c(c1C)C(c1cccs1)=NCC(=O)N2CC(=O)NCc1cccs1
→ 93.5, 8.7
CN[C@@H](C)[C@H](O)c1ccccc1
→ 94.2, /
COc1cc(/C=C2/C(=O)NC(=O)N(c3ccccc3)C2=O)cc(Cl)c1O
→ /, -5.6

Results, from the first entry:
Every second line gives: BAP1 inh, HePTP inh
O=c1c2ccccc2nc(-c2ccccc2)n1-c1ccccc1Br
→ /, 4.9
Cc1sc2c(c1C)C(c1cccs1)=NCC(=O)N2CC(=O)NCc1cccs1
→ 93.5, 8.7
CN[C@@H](C)[C@H](O)c1ccccc1
→ 94.2, /
COc1cc(/C=C2/C(=O)NC(=O)N(c3ccccc3)C2=O)cc(Cl)c1O
→ /, -5.6
CC(C)(C)C(=O)CC(O)(c1ccccc1)C(Cl)(Cl)Cl (stereo not given)
→ /, 0.6
COc1ccc2c(c1)[C@@]13CCCC[C@H]1[C@@H](C2)NCC3
→ 103.0, /
CCOC(=O)C1CCCCC12C(C#N)=C(N)Oc1n[nH]c(C)c12 (stereo not given)
→ 93.9, 9.7
Cc1ccc2nc(N3CCC(C(=O)N4CCC5(CC4)OCCO5)CC3)sc2c1
→ 94.9, 1.8
CCn1c(O)c(C=NCCc2c[nH]c3ccccc23)c(=O)[nH]c1=O
→ 97.8, 6.1
CC1=[N+]([O-])C2(N)CCc3nonc3C2(O)C1 (stereo not given)
→ 96.8, 5.1
C[N+]1(C)[C@@H]2CC[C@H]1CC(OC(=O)C(CO)c1ccccc1)C2 (stereo not given in full)
→ 103.2&81.8, 2.1&4.4
COc1cc(C(=O)OC2CC3CCC(C2)N3C)cc(OC)c1OC (stereo not given)
→ 139.3, /
CCOC(=O)CCOCC#CCN(CC)CC
→ /, -6.2
CCN(CC)C(=O)c1ccc(NC(=O)Cn2nc(C)c3ccccc3c2=O)cc1
→ 52.9, -1.6
CC(C)c1ccc(N2C(=O)CC(=O)NC2=S)cc1
→ /, 1.4

Ordered by molar mass (largest number first): some entries from above.
Every second line gives: BAP1 inh, HePTP inh
Cc1ccc2nc(N3CCC(C(=O)N4CCC5(CC4)OCCO5)CC3)sc2c1
→ 94.9, 1.8
O=c1c2ccccc2nc(-c2ccccc2)n1-c1ccccc1Br
→ /, 4.9
CCn1c(O)c(C=NCCc2c[nH]c3ccccc23)c(=O)[nH]c1=O
→ 97.8, 6.1
CC(C)(C)C(=O)CC(O)(c1ccccc1)C(Cl)(Cl)Cl (stereo not given)
→ /, 0.6
CC(C)c1ccc(N2C(=O)CC(=O)NC2=S)cc1
→ /, 1.4
COc1ccc2c(c1)[C@@]13CCCC[C@H]1[C@@H](C2)NCC3
→ 103.0, /
CCOC(=O)CCOCC#CCN(CC)CC
→ /, -6.2

Carrying on:
Every second line gives: BAP1 inh, HePTP inh
CCCCCCOc1ccc(CN2CCN(CCO)CC2)cc1
→ 101.0, 3.5
CN1C(=O)NC(=O)/C(=C/c2ccc(-c3cccc(C(=O)O)c3)o2)C1=O
→ /, 1.4
COc1ccc2[nH]cc(CCN)c2c1
→ 96.5, 1.4
CC12CN3CC(C)(CN(C1)C3c1ccncc1)C2=O (stereo not given)
→ 92.4, 5.7
CN(C)c1nc(OCCNC(=O)COc2ccc(Cl)cc2Cl)nc(N2CCCCC2)n1
→ 66.1, 0.4
O=C1c2ccccc2NC(c2ccccc2F)N1c1ccccc1 (stereo not given)
→ /, 4.0
CC1(C)CC(n2[nH]c(=O)c3c2NC(=O)CSC3c2ccccc2)CCO1 (stereo not given)
→ 66.7, 0.4
O=C(Cn1c[n+]([N-][N+](=O)[O-])cn1)Nc1ccc(NC(=O)Cn2c[n+]([N-][N+](=O)[O-])cn2)cc1
→ /, 8.1
COc1ccc(Br)cc1CN1CCN(C(=O)COc2ccccc2)CC1
→ /, 11.6
Cc1c2cnn(CC(=O)N3CCC4(CC3)OCCO4)c(=O)c2c(C)n1Cc1ccc(F)cc1
→ 90.3, -4.5
O=C(COc1ccc2ccccc2c1)N1CCN(Cc2ccccc2C(F)(F)F)CC1
→ /, 4.6
Cc1ccc(S(=O)(=O)N2CCCC(C(=O)N3CCC4(CC3)OCCO4)C2)cc1 (stereo not given)
→ 119.5, 5.1
CN1CCC2(CC1)NC(=O)C1=C(CN(C)CC1)N2
→ 100.7, 6.6
COc1ccc(N2C(=O)NC(=O)/C(=C/c3ccc(-c4cccc(Cl)c4)o3)C2=O)cc1
→ /, -7.8
Fc1ccc2c(c1)nnn2C1CCN(Cc2nnnn2CCc2ccccc2)CC1
→ 84.0, 5.9
N#Cc1c(/N=C/c2c[nH]c3ccccc23)sc2c1CCCC2
→ /, -6.0
COc1ccc2c(c1OC)C(=O)OC2c1c(O)n(C2CCCCC2)c(=O)[nH]c1=O (stereo not given)
→ 98.5, 4.6
O=C(Cc1ccccc1)N1CCN(Cc2ccccc2)CC1
→ /, 3.5
c1ccc(CCN2CCC(N3CCN(c4ccccc4)CC3)CC2)cc1
→ 95.4, 0.9
N#Cc1ccccc1Cn1cc(C(=O)c2ccco2)c2ccccc21
→ /, 10.8
COc1ccc(OCC(=O)Nc2ccc(Br)cc2C(=O)c2ccccc2)cc1
→ /, -10.8
CN(C)c1ccc(/C=C2\CC3C4CC=C5CC(O)CCC5(C)C4CCC3(C)C2=O)cc1 (stereo not given)
→ /, 9.5
CCOc1ccc(-n2c(CC)nc3ccccc3c2=O)cc1
→ 96.2, 9.5
Cc1cc(OCC(=O)Nc2c(C)n(C)n(-c3ccccc3)c2=O)c2c3c(c(=O)oc2c1)CCC3
→ 93.0, 12.0
O=C1Nc2ccccc2/C1=C/c1nc2ccc(I)cc2c(=O)n1-c1ccccc1
→ /, -13.2
COc1ccc(/C=C2\CC3C4CC=C5CC(O)CCC5(C)C4CCC3(C)C2=O)cc1 (stereo not given)
→ /, -2.7
CC(=O)c1ccc(N2CCN(C)CC2)c(F)c1
→ /, 7.2
NC(N)=Nc1ccc2[nH]c3c(c2c1)C[C@@]1(O)[C@H]2Cc4ccc(O)c5c4[C@@]1(CCN2CC1CC1)[C@H]3O5
→ 86.5, /
Cc1cc(OCc2ccc(F)cc2)c2c3c(c(=O)oc2c1)CCC3
→ /, 11.5
CCCCn1c(NC(=O)c2ccco2)c(C(=O)OCC)c2nc3ccccc3nc21
→ /, 8.7

Complete entries as entered above. Order of screens: BAP1 inh	HePTP inh
Results for `O=C(Cc1ccccc1)N1CCN(Cc2ccccc2)CC1` : /	3.5
Results for `c1ccc(CCN2CCC(N3CCN(c4ccccc4)CC3)CC2)cc1` : 95.4	0.9
Results for `CCOc1ccc(-n2c(CC)nc3ccccc3c2=O)cc1` : 96.2	9.5
Results for `CCCCn1c(NC(=O)c2ccco2)c(C(=O)OCC)c2nc3ccccc3nc21` : /	8.7
Results for `Cc1cc(OCC(=O)Nc2c(C)n(C)n(-c3ccccc3)c2=O)c2c3c(c(=O)oc2c1)CCC3` : 93.0	12.0

Following part
Every second line gives: BAP1 inh, HePTP inh
CC(=O)c1cccc(OCC(O)CN2CC=C(c3ccccc3)CC2)c1 (stereo not given)
→ 106.2, 7.4
CC(C)=CCSc1nnc([C@@H](N)Cc2c[nH]c3ccccc23)o1
→ 104.1, -6.1
C=C1N2CCC(CC2)C1(O)c1ccccc1C (stereo not given)
→ 104.2, 9.6
C[C@H]1CCC[C@H](O)CCCCCc2cc(O)cc(O)c2C(=O)O1
→ 92.3, 3.5
C=CCN1C(=O)/C(=C\c2ccc(-c3cccc(Cl)c3Cl)o2)C(=O)NC1=S
→ /, 17.8

High-throughput results: PubChem, several laboratories

Some of the compounds tested; rates above refer to the full screens.
